# Screening data (PubChem BioAssay)
# EZH2 inh = EZH2 (human) methyltransferase inhibition | inhibition, % at 12.5 µM | 0.35% of 57,000 active | PRC2 H3K27 methylation, DELFIA TRF, 1 h;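 active means mean inhibition of replicates at least 50% and every single replicate also reaching 50%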;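 further: dimethyl H3K27 on biotinylated H3 21-44 peptide detected by antibody; plate controls were median neutral control wells for no effect and median positive control wells for full effect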
# IDH1 mut inh = IDH1 R132H (human) inhibition | 0.18% of 70,000 active | inhibition, % at 10 µM | IDH1 R132H reductase, diaphorase/resazurin fluorescence, 60 min | O75874; in the data active means inhibition above about 34%;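 further: 0% = DMSO and 100% = no enzyme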
# Target sequence (O75874 whole entry R132H): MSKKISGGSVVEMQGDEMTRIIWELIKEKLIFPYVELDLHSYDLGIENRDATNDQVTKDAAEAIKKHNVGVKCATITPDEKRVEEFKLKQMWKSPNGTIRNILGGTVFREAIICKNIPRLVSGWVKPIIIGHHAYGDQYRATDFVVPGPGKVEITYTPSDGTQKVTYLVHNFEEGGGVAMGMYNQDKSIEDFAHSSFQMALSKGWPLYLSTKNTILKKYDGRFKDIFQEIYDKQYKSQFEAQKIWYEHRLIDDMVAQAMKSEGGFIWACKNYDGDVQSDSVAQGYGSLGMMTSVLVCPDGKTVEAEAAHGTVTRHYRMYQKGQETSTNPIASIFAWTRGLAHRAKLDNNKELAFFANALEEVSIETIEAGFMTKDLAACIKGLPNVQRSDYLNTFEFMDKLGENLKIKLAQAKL
# * marks the source's active call; other numbers are inactive results; . = no result given. The list is partial, so the mix of outcomes need not match the whole.
SMILES,EZH2 inh,IDH1 mut inh
C#Cc1ccc([C@@H]2C=C(C(=O)Nc3ccccc3)O[C@H](OCc3ccc(CO)cc3)C2)cc1,16,.
C[C@H](CO)N1C[C@H](C)[C@@H](CN(C)S(=O)(=O)c2cccs2)Oc2ccc(NC(=O)NC3CCCCC3)cc2CC1=O,.,2.5
O=C(O)C(Oc1ccc2c(-c3ccccc3)cc(=O)oc2c1)c1ccccc1 (centres undefined),-15,-0.3
COC(=O)C[C@@H]1C[C@@H]2c3cc(N(C)C)ccc3O[C@@H]2[C@H](CO)O1,-12,-2.7
CC(C)=CCC[C@@H](C)C/C=N/NC(=O)c1cccc(C(=O)NO)c1,1,.
O=C(NCC[C@@H]1CC[C@H](NC(=O)c2cnccn2)[C@H](CO)O1)c1ccc2c(c1)OCO2,-2,0.4
NCC[C@H]1CC[C@@H](NC(=O)C2CCCCC2)[C@@H](CO)O1,-2,-0.3
C[C@H](CO)N1C[C@H](C)[C@H](CN(C)C(=O)Nc2ccc3c(c2)OCO3)Oc2cc(C#Cc3cccnc3)ccc2S1(=O)=O,-12,-9.7
Cc1noc(C)c1S(=O)(=O)Nc1cccc2c1O[C@H](CN(C)S(C)(=O)=O)[C@H](C)CN([C@H](C)CO)C2=O,.,-3.1
CN1CCN(C(=O)C[C@@H]2CC[C@@H](NC(=O)Cc3ccccn3)[C@@H](CO)O2)CC1,-6,0.1
CC(C)NC(=O)Nc1ccc2c(c1)C(=O)N([C@H](C)CO)C[C@@H](C)[C@H](CN(C)S(=O)(=O)c1ccc(F)cc1)OCCCC[C@H](C)O2,.,1.9
CCOc1ccc(-n2c(SCC(=O)Nc3ccc(Cl)cc3)nc3ccccc3c2=O)cc1,-10,-0.1
CO[C@@H]1CN(C)C(=O)c2cc(NC(=O)C3CCC3)ccc2OC[C@H](C)N(Cc2ccccn2)C[C@@H]1C,-9,-0.2
O=C(CSc1nnc(-c2cccs2)n1-c1cccc(C(F)(F)F)c1)c1ccc(F)cc1,1,-0.7
C[C@H](CO)N1C[C@H](C)[C@@H](CN(C)C(=O)Nc2ccc(C(F)(F)F)cc2)Oc2ccc(NS(=O)(=O)c3cn(C)cn3)cc2C1=O,.,3.0
C[C@@H]1CN([C@@H](C)CO)C(=O)c2cc(C3=CCCC3)cnc2O[C@H]1CN(C)Cc1ccc(C(=O)O)cc1,.,2.8
C[C@H](CO)N1C[C@H](C)[C@H](CN(C)Cc2cccc(F)c2)Oc2ncc(-c3cccc(F)c3)cc2C1=O,6,-1.3
C[C@H](CO)N1C[C@H](C)[C@H](CN(C)C(=O)C2CC2)Oc2cc(Br)ccc2S1(=O)=O,1,.
C[C@H](CO)N1C[C@H](C)[C@@H](CN(C)C(=O)Nc2cccc3ccccc23)OCCCC[C@H](C)Oc2ccc(NS(C)(=O)=O)cc2C1=O,.,-0.9
CO[C@H]1CN(C)C(=O)c2ccc(NS(C)(=O)=O)cc2OC[C@H](C)N(C(=O)C2CCOCC2)C[C@@H]1C,10,-0.3
COc1cccc(CNC(=O)C[C@H]2C=C[C@H](NC(C)=O)[C@H](CO)O2)c1,-1,0.4
COc1ccc(S(=O)(=O)N[C@@H]2C=C[C@@H](CC(=O)N3CCN(c4ccccc4)CC3)O[C@H]2CO)cc1,-13,-0.1
COCC(=O)N(C)C[C@H]1Oc2cc(-c3ccccc3)ccc2S(=O)(=O)N([C@H](C)CO)C[C@@H]1C,.,-0.5
C[C@@H]1CN([C@H](C)CO)C(=O)c2cc(NC(=O)Nc3ccccc3)ccc2O[C@@H]1CN(C)Cc1ccc(C(=O)Nc2ccccc2N)cc1,-6,.
C[C@@H]1CN([C@@H](C)CO)C(=O)c2cc(-c3ccc(C(=O)N(C)C)cc3)cnc2O[C@H]1CN(C)C(=O)c1ccncc1,1,-4.5

# 6 records picked at random from those above, as already listed:
SMILES,EZH2 inh,IDH1 mut inh
C[C@H](CO)N1C[C@H](C)[C@H](CN(C)Cc2cccc(F)c2)Oc2ncc(-c3cccc(F)c3)cc2C1=O,6,-1.3
C[C@H](CO)N1C[C@H](C)[C@H](CN(C)C(=O)C2CC2)Oc2cc(Br)ccc2S1(=O)=O,1,.
CN1CCN(C(=O)C[C@@H]2CC[C@@H](NC(=O)Cc3ccccn3)[C@@H](CO)O2)CC1,-6,0.1
C[C@@H]1CN([C@@H](C)CO)C(=O)c2cc(-c3ccc(C(=O)N(C)C)cc3)cnc2O[C@H]1CN(C)C(=O)c1ccncc1,1,-4.5
NCC[C@H]1CC[C@@H](NC(=O)C2CCCCC2)[C@@H](CO)O1,-2,-0.3
C[C@@H]1CN([C@H](C)CO)C(=O)c2cc(NC(=O)Nc3ccccc3)ccc2O[C@@H]1CN(C)Cc1ccc(C(=O)Nc2ccccc2N)cc1,-6,.

# Further records.
SMILES,EZH2 inh,IDH1 mut inh
C[C@H]1CN([C@@H](C)CO)C(=O)Cc2cc(NC(=O)C3CCCCC3)ccc2O[C@@H]1CN(C)S(=O)(=O)c1ccc(F)cc1,.,-2.1
COc1ccc(S(=O)(=O)N(C)C[C@H]2Oc3c(NC(=O)C4CCCCC4)cccc3C(=O)N([C@H](C)CO)C[C@@H]2C)cc1,3,2.2
C[C@@H]1CN([C@@H](C)CO)C(=O)c2cccc(NS(=O)(=O)c3ccccc3)c2O[C@@H]1CN(C)Cc1ccncc1,4,4.6
C[C@@H]1CN([C@@H](C)CO)C(=O)c2cc(NS(=O)(=O)c3cccs3)ccc2O[C@H]1CN(C)S(=O)(=O)c1ccc(F)cc1,.,-1.1
COc1ccc(NC(=O)CSC2CC(=O)N(c3ccc(F)cc3)C2=O)cc1 (centres undefined),4,0.0
CCC(=O)N[C@@H]1CC[C@@H](CC(=O)NCCN2CCCCC2)O[C@H]1CO,22,-0.2
Cc1ccc(-c2nnc(SCC(=O)Nc3ccccc3N3CCOCC3)o2)cc1,.,-0.4
CC(C)NC(=O)N[C@@H]1CC[C@H](CCNS(=O)(=O)c2ccc(F)cc2)O[C@@H]1CO,1,0.2
CCCNC(=O)Nc1ccc2c(c1)C(=O)N(C)C[C@@H](OC)[C@@H](C)CN(C(=O)C1CCOCC1)[C@@H](C)CO2,0,0.0
CO[C@@H]1CN(C)C(=O)c2ccc(NC(=O)C3CCCC3)cc2OC[C@@H](C)N(C(=O)CC2CC2)C[C@H]1C,-1,0.0
C[C@H]1CN([C@@H](C)CO)S(=O)(=O)c2ccc(-c3ccccc3)cc2O[C@H]1CN(C)C(=O)CC1CC1,-7,-0.6
CC(C)C#Cc1ccc2c(c1)O[C@H](CN(C)CC1CCOCC1)[C@H](C)CN([C@H](C)CO)S2(=O)=O,3,2.8
Cc1scc(C(=O)NCCc2ccc(S(N)(=O)=O)cc2)c1-c1ccccc1,.,8.2
COc1cccc(NC(=O)N[C@@H]2CC[C@@H](CC(=O)Nc3ccccc3)O[C@H]2CO)c1,2,0.3
N#C/C(=C\c1ccc(O)c(O)c1)C(=O)NCCCc1ccccc1,.,28
C[C@@H]1CN([C@H](C)CO)C(=O)c2cc(NC(=O)C3CC3)ccc2O[C@@H]1CN(C)S(=O)(=O)c1ccc(Cl)cc1,.,-0.3
CCC(=O)N[C@H]1C=C[C@@H](CC(=O)NCc2ccc(OC)cc2)O[C@H]1CO,0,-0.1
C[C@H]1CN([C@@H](C)CO)C(=O)CCCn2nncc2CO[C@@H]1CN(C)C(=O)C1CCCCC1,.,1.2
CO[C@H]1CN(C)C(=O)c2cc(NC(=O)Nc3cc(Cl)cc(Cl)c3)ccc2OC[C@@H](C)NC[C@H]1C,-23,0.2
C[C@H](CO)N1C[C@H](C)[C@H](CN(C)Cc2ccc(Cl)c(Cl)c2)OCCCC[C@H](C)Oc2ccc(NC(=O)C3CCCCC3)cc2C1=O,.,3.5
C[C@H]1CN([C@@H](C)CO)C(=O)c2cc(-c3ccc(C(=O)N(C)C)cc3)cnc2O[C@H]1CN(C)C,-13,-1.0
CCCNC(=O)N[C@H]1CC[C@H](CCn2cc(C3CCCCC3)nn2)O[C@@H]1CO,-10,0.2
COc1ccc(CN(C)C[C@@H]2Oc3ccc(NC(=O)NC(C)C)cc3CC(=O)N([C@H](C)CO)C[C@H]2C)cc1,.,0.6
Cn1c(SCC(=O)Nc2ccccc2F)nnc1-c1cc2ccccc2o1,3,-0.2
COc1ccc(S(=O)(=O)N(C)C[C@H]2Oc3c(NC(=O)c4ccncc4)cccc3C(=O)N([C@@H](C)CO)C[C@@H]2C)cc1,.,1.4
# The list continues.
SMILES,EZH2 inh,IDH1 mut inh
C[C@H](CO)N1C[C@H](C)[C@H](CN(C)S(=O)(=O)c2ccccc2)Oc2ccc(N(C)C)cc2CC1=O,1,-29
C[C@@H]1CN([C@H](C)CO)C(=O)c2cc(NC(=O)Cc3cn(C)c4ccccc34)ccc2O[C@@H]1CN(C)Cc1ccc(-c2ccccc2)cc1,.,-2.1
C[C@H](CO)N1C[C@H](C)[C@H](CN(C)CC2CC2)Oc2ccc(NS(C)(=O)=O)cc2C1=O,13,0.1
C[C@@H]1C=C(C(=O)Nc2ccccc2)O[C@H](OCCCCO)C1,2,.
CCN(CC(=O)Nc1ccccc1SC)S(=O)(=O)c1ccc2ccccc2c1,12,0.1
CNC[C@H]1Oc2cc(C#C[C@H](C)O)ccc2S(=O)(=O)N([C@H](C)CO)C[C@@H]1C,-9,-1.9
C[C@@H]1CN([C@@H](C)CO)C(=O)Cc2cc(NC(=O)C3CCCCC3)ccc2O[C@@H]1CN(C)S(=O)(=O)c1ccc(Cl)cc1,.,1.7
Cc1ccc(S(=O)(=O)Nc2ccc3c(c2)CC(=O)N([C@@H](C)CO)C[C@H](C)[C@H](CN(C)C(=O)Nc2c(C)noc2C)O3)cc1,.,-0.8
COCC(=O)N(C)C[C@@H]1Oc2ncc(C3=CCCCC3)cc2C(=O)N([C@H](C)CO)C[C@@H]1C,7,-0.6
O=C(CN1CCOCC1)NCC[C@H]1CC[C@@H](NS(=O)(=O)c2ccc(F)cc2)[C@H](CO)O1,6,-0.1
Cc1cc(C(=O)Nc2cccc3c2O[C@H](CN(C)S(=O)(=O)c2cn(C)cn2)[C@H](C)CN([C@@H](C)CO)C3=O)n(C)n1,.,-0.9
Cc1noc(C)c1NC(=O)Nc1ccc2c(c1)C(=O)N([C@H](C)CO)C[C@H](C)[C@H](CN(C)C(=O)Nc1ccc(C(F)(F)F)cc1)O2,.,0.0
C/C=C/c1cnc2c(c1)C(=O)N([C@@H](C)CO)C[C@H](C)[C@@H](CN(C)C(=O)C1CCCCC1)O2,.,0.0
COc1ccccc1CNC(=O)C[C@H]1C[C@@H]2c3cc(NC(=O)Nc4ccccc4F)ccc3O[C@@H]2[C@@H](CO)O1,-6,0.3
C[C@H](CO)N1C[C@H](C)[C@H](CN(C)CC2CCCCC2)OCCCC[C@H](C)Oc2ccc(NC(=O)CCCN(C)C)cc2C1=O,1,1.0
COc1ccc(S(=O)(=O)Nc2ccc3c(c2)C(=O)N([C@H](C)CO)C[C@H](C)[C@H](CN(C)Cc2ccc4c(c2)OCO4)OCCCC[C@@H](C)O3)cc1,.,-0.4
C[C@H]1CN([C@@H](C)CO)C(=O)c2cc(-c3ccncc3)cnc2O[C@H]1CN(C)C(=O)C1CCOCC1,6,0.0
C[C@@H]1CN([C@@H](C)CO)C(=O)c2cc(C#CCc3ccccc3)cnc2O[C@H]1CN(C)C(=O)Cc1cccnc1,-20,.
Cc1ccc(S(=O)(=O)N(C)C[C@@H]2Oc3ncc(-c4ccccc4)cc3C(=O)N([C@@H](C)CO)C[C@@H]2C)cc1,-10,-0.4
COC(=O)C[C@@H]1C[C@H]2c3cc(NC(=O)NC4CCCCC4)ccc3O[C@H]2[C@@H](CO)O1,6,-0.1
C[C@@H]1CN([C@@H](C)CO)C(=O)Cc2cc(NS(=O)(=O)c3cccs3)ccc2O[C@@H]1CN(C)S(=O)(=O)c1ccccc1,.,1.7
COc1cccc(NC(=O)N(C)C[C@@H]2Oc3cc(C#CC4(O)CCCC4)ccc3S(=O)(=O)N([C@H](C)CO)C[C@H]2C)c1,0,0.3
CCCN1C[C@@H](C)[C@@H](OC)CN(C)C(=O)c2cc(NC(=O)Nc3cccc(OC)c3)ccc2OC[C@@H]1C,1,-1.1
C[C@@H]1CN([C@H](C)CO)C(=O)Cc2cc(NC(=O)Nc3ccc(F)cc3)ccc2O[C@@H]1CN(C)CC1CC1,-7,0.0
Cc1noc(C)c1NC(=O)Nc1cccc2c1O[C@@H](CN(C)Cc1ccc(C(=O)Nc3ccccc3N)cc1)[C@H](C)CN([C@@H](C)CO)C2=O,-11,.

# Another view of 4 compounds above.
molecule	EZH2 inh	IDH1 mut inh
C[C@H](CO)N1C[C@H](C)[C@H](CN(C)CC2CC2)Oc2ccc(NS(C)(=O)=O)cc2C1=O	13	0.1
C[C@@H]1C=C(C(=O)Nc2ccccc2)O[C@H](OCCCCO)C1	2	.
CCN(CC(=O)Nc1ccccc1SC)S(=O)(=O)c1ccc2ccccc2c1	12	0.1
CNC[C@H]1Oc2cc(C#C[C@H](C)O)ccc2S(=O)(=O)N([C@H](C)CO)C[C@@H]1C	-9	-1.9

# Carrying on.
SMILES,EZH2 inh,IDH1 mut inh
CC(C)NC(=O)Nc1ccc2c(c1)CC(=O)N([C@@H](C)CO)C[C@@H](C)[C@H](CN(C)C(=O)NC1CCCCC1)O2,7,-0.7
CC(C)NC(=O)N(C)C[C@@H]1Oc2c(NS(C)(=O)=O)cccc2C(=O)N([C@@H](C)CO)C[C@H]1C,-7,1.1
C[C@H](CO)N1C[C@H](C)[C@@H](CN(C)C(=O)Nc2cccc3ccccc23)Oc2ccc(NC(=O)Cn3cnnn3)cc2C1=O,.,1.2
COc1ccc(OC)c(NC(=O)c2ccc(Cl)c(S(=O)(=O)Nc3ccc(C)cc3)c2)c1,-13,-0.3
COc1ccc(S(=O)(=O)N(C)C[C@@H]2Oc3ccc(NC(=O)CCC(F)(F)F)cc3CC(=O)N([C@@H](C)CO)C[C@H]2C)cc1,.,1.6
COc1ccccc1S(=O)(=O)N[C@@H]1C=C[C@@H](CC(=O)N2CCOCC2)O[C@H]1CO,-2,0.0
